# SUMO1-SIM PPI = alters human SUMO1 binding to SIM partners | P63165 | SUMO1 binding to a labelled peptide, TR-FRET, 1 h | inhibition, % at 20 µM | 0.33% of 360,000 active; in the data active = inhibition above about 37%
# DNMT1 inh = blocks human DNA methyltransferase DNMT1 | P26358 | DNMT1 molecular beacon, Hinp1I cleavage, fluorescence | inhibition (reported as % activation of signal), % at 10 µM | 0.83% of 360,000 active | AID 588458; in the data active = inhibition above about 50%
# Target sequence (P26358 504-1616 limits assumed): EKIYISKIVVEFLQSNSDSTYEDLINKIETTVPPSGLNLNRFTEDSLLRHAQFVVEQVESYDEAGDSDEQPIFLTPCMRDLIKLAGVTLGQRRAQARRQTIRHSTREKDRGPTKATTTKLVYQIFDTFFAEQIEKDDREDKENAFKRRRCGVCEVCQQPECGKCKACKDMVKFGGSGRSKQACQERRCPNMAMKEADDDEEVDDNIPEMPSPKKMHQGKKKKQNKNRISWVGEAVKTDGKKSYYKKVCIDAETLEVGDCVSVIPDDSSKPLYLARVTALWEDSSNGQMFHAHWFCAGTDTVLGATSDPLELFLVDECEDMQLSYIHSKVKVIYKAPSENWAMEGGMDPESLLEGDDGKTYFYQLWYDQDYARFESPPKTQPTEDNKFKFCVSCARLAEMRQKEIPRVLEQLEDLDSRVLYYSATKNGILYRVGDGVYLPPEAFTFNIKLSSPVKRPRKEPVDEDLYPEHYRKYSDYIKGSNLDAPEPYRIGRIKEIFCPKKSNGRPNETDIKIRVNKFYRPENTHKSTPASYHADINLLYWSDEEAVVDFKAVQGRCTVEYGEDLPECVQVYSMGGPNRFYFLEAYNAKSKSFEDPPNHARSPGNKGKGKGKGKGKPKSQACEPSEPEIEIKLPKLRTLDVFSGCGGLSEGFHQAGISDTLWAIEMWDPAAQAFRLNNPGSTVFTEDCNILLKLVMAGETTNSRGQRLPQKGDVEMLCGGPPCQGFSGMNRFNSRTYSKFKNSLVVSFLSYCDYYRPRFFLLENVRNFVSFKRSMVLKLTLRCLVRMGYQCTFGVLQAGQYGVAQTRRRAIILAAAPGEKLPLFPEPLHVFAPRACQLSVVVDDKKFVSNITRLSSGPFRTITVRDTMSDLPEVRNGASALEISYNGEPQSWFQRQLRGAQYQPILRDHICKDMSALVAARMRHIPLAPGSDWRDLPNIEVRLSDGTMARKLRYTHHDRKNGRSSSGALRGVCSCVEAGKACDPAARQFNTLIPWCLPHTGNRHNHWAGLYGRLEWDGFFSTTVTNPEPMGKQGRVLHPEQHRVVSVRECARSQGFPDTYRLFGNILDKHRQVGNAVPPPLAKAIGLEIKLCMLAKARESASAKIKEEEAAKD
# Scp-1 inhibitor = inhibitors of human Scp-1 phosphatase. Recombinant Scp1, phosphopeptide, malachite green phosphate absorbance. inhibition, % at 20 µM. Q9GZU7. 0.88% of 340,000 active. AID 493091;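 active = inhibition above about 50% at 20 µM, limit read from the data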;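 note: plate controls were DMSO wells with enzyme for no effect and wells lacking enzyme for full effect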
#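 Test system: SCP-1 phosphatase catalytic domain, residues 76-261 | Compound dosing: One concentration, 20 µM, with 1.0% DMSO | Schedule: 45 min room-temperature reaction, 5 min colour, 30 min stabiliser | Detection: Absorbance at 630 nm | Read-out basis: % inhibition of SCP-1 phosphate liberation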
# CSN deneddyl inh = inhibitors of human CSN-mediated cullin deneddylation | Q92905 | Purified CSN, SCF-Nedd8-OG deneddylation, fluorescence polarization | inhibition, % at 12.5 µM | 0.38% of 360,000 active;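 active = pattern-corrected inhibition above about 35%, with an unprinted fluorescence ratio check between 0.5 and 1.5, limit read from the data, passing the limit was not always enough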;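 note: 0% = enzyme with substrate and 100% = substrate without enzyme; some results filed as inactive read as strong as hits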
#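 Assay system: HEK293T-derived human Csn5 enzyme; quantity: 0.24 nM enzyme; medium: Tris/NaCl/DTT buffer, pH 7.5; also added: substrate SCFSkp2-Nedd8OG, 10 nM; doses: 12.5 µM compound; schedule: 90 min reaction at room temperature; signal: FP; read-out: % inhibition of substrate cleavage by Csn5; benchmarks: substrate-only high control, full reaction low control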
# LMPTP block = blocks human LMPTP phosphatase | P24666 | recombinant LMPTP-A, OMFP fluorogenic substrate, fluorescence intensity | inhibition, % at 20 µM | 0.22% of 360,000 active | AID 651560;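 active = compounds that cut the enzyme signal by at least half of the control window in the single-dose screen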;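 note: plate controls were DMSO wells with enzyme plus substrate for no effect and substrate without enzyme for full effect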
#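 Material: LMPTP-A; amount: 0.625 nM enzyme; doses: single 20 µM dose; times: reaction 50 min, room temperature, dark; technique: fluorescence intensity of OMFP turnover product; benchmarks: no-enzyme and uninhibited controls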
# NadD inh = NadD (S. aureus) enzyme inhibition; AID 602399; purified NadD enzyme, colorimetric absorbance read-out; 0.78% of 360,000 active; inhibition, % at 20 µM; in the data active = inhibition above about 26%; note: some compounds past the cut are filed as inactive
# Rpn11 inh = blocks the human proteasome subunit Rpn11. human 26S proteasome, Ub4-pepOG fluorescence polarization; 20S core pre-blocked with epoxomicin. AID 588493. O00487. calls only at 20 µM. 0.59% of 360,000 active;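 active = inhibition at 20 µM, scaled to each plate's controls, above about 33%, limit read from the data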
# STEP block = STEP (human) phosphatase inhibition; recombinant STEP, OMFP fluorogenic substrate, fluorescence; P54829; inhibition, % at 20 µM; 0.25% of 360,000 active; AID 588621;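 active = inhibition at 20 µM, scaled per plate between control wells, above about 37%, limit read from the data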;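 note: 0% = DMSO with enzyme and substrate and 100% = substrate only without enzyme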
#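 Assay system: isolated STEP enzyme. Buffer or medium: pH 6.0 Bis-Tris with DTT and Tween 20. Also added: fluorogenic phosphatase substrate OMFP at 25 µM final. Dosing: 20 µM, 1% DMSO. Timing: 20 min reaction, room temperature, in the dark. Measured by: fluorescence intensity, excitation 480 nm, emission 540 nm. Evaluation: normalized % inhibition.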
# PABP1 MLLE inh = inhibitors of microRNA-mediated deadenylation, human PABP1 MLLE binding. AID 588489. GST-MLLE / FITC-PAM2 fluorescence polarization. inhibition, % at 20 µM. 0.36% of 360,000 active; in the data active = inhibition above about 35%, passing the limit was not always enough;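 note: plate controls were DMSO wells with GST-MLLE for no effect and wells lacking GST-MLLE protein for full effect; some results filed as inactive read as strong as hits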
# Tb MetRS inh = blocks T. brucei methionyl-tRNA synthetase activity | purified T. brucei MetRS, ATP depletion, Kinase-Glo luminescence | inhibition, % at 11.9 µM | 0.4% of 360,000 active | AID 624268;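 active = inhibition above a per-plate cutoff of the control wells' mean inhibition plus 3 SD, cut at about 5.5% in these data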;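 note: 0% = DMSO wells median and 100% = median of wells with control inhibitor compound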
#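 Material: T. brucei methionyl-tRNA synthetase, purified; reagent: substrates ATP, L-methionine and bulk Escherichia coli tRNA; dosing: 11.9 µM single point; timing: 15 min plus 2 h at 25 °C; detection: luminescence of leftover ATP; evaluation: % inhibition; control set: DMSO-only wells as low control; replicates: singlicate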
# * hit, by the source's call; i = inactive; x = not tested or not shown.
# Letter code – A = SUMO1-SIM PPI; B = DNMT1 inh; C = Scp-1 inhibitor; D = CSN deneddyl inh; E = LMPTP block; F = NadD inh; G = Rpn11 inh; H = STEP block; I = PABP1 MLLE inh; J = Tb MetRS inh
N#Cc1ccccc1S(=O)(=O)N1CCN(C(=O)C2COc3ccccc3O2)CC1 (stereo not given)
  A = 3	B = 67*	C = 74*	D = 9	E = 19	F = -5	G = i	H = 6	I = 4	J = -0.4
COc1cc(/C=N/N2CCN(Cc3ccccc3)CC2)cc(OC)c1OC(C)=O
  A = -3	B = 0	C = -3	D = 3	E = 2.9	F = -3	G = i	H = -2	I = 8	J = 0.5
CCCS(=O)(=O)C(=C1NCCO1)S(=O)(=O)CCC
  A = 11	B = 0	C = -6	D = -6	E = -2.3	F = 6	G = i	H = -1	I = 0	J = -1.0
CCNC(=S)N1CCN(CCN=CC2=C(O)CC(c3ccco3)CC2=O)CC1 (stereo not given)
  A = -6	B = 2	C = 5	D = -1	E = -3.2	F = -4	G = i	H = 5	I = -110	J = -0.9
Cc1nnc(C)n1/N=C/C=C/c1ccccc1
  A = -12	B = 5	C = -2	D = 3	E = -2.4	F = -8	G = i	H = -3	I = 7	J = -0.8
CC(C)N(C(=O)CC1ON(C)C(=O)N1c1ccc(Cl)cc1)C(C)C (stereo not given)
  A = 2	B = 3	C = 1	D = 3	E = 0.3	F = -8	G = i	H = -2	I = -1	J = -1.0
O=S(=O)(CC(O)(c1ccccc1)c1ccccc1)CC(O)(c1ccccc1)c1ccccc1
  A = 3	B = -6	C = -8	D = -1	E = 2.0	F = 0	G = i	H = -1	I = -4	J = -0.3
NC(=O)C1CC12c1ccccc1-c1ccccc12 (stereo not given)
  A = -2	B = 1	C = 6	D = 5	E = -0.8	F = -8	G = i	H = 0	I = -3	J = -0.6
O=C(NC(=S)NNC(=O)c1ccc(Cl)cc1Cl)c1cccnc1
  A = 3	B = -1	C = 3	D = -5	E = 13	F = 4	G = i	H = 1	I = 30	J = -1.4
Cc1ccc(CCc2nnc(SCC(=O)Nc3cccc(Cl)c3)n2-c2ccccc2)o1
  A = 4	B = -6	C = -8	D = 2	E = -1.1	F = -2	G = i	H = -1	I = -7	J = 0.4
O=C(CN1C(=O)NC2(CCCC2)C1=O)N1CCN(S(=O)(=O)c2cccc(F)c2)CC1
  A = 0	B = 2	C = 0	D = -3	E = -0.4	F = -2	G = i	H = -1	I = -14	J = -0.2
COc1ccc(OC)c(NC(=S)NCC(c2cccnc2)N2CCOCC2)c1 (stereo not given)
  A = 1	B = 4	C = -7	D = 0	E = 0.0	F = 1	G = i	H = -2	I = 2	J = -0.3
CC(=O)NC1CC2CCC(C1)N2Cc1ccc(C)cc1 (stereo not given)
  A = 4	B = 6	C = -3	D = -4	E = -0.5	F = -3	G = i	H = -4	I = 4	J = -0.9
O=C(CN1C(=O)NC2(CCc3ccccc32)C1=O)Nc1ccccc1C(F)(F)F (stereo not given)
  A = 0	B = 2	C = -1	D = 0	E = -1.3	F = 7	G = i	H = -2	I = -3	J = -0.2
O=C(COC(=O)c1ccc(Cl)nc1)NCCc1ccc(F)cc1
  A = 1	B = 0	C = 7	D = 0	E = -0.6	F = -8	G = i	H = -2	I = -5	J = -0.4

# The listing continues:
# Letter code – A = SUMO1-SIM PPI; B = DNMT1 inh; C = Scp-1 inhibitor; D = CSN deneddyl inh; E = LMPTP block; F = NadD inh; G = Rpn11 inh; H = STEP block; I = PABP1 MLLE inh; J = Tb MetRS inh
O=C(NCc1nnnn1-c1ccc(F)cc1)c1cc2ccccc2o1
  A = 5	B = 6	C = x	D = -1	E = -1.5	F = 2	G = i	H = -3	I = -8	J = 0.4
OC(c1cccc(Cl)c1)c1nc(-c2ccc(Cl)cc2)cs1 (stereo not given)
  A = 3	B = -7	C = x	D = -3	E = 1.2	F = -7	G = i	H = 1	I = -9	J = 0.3
CCc1cc(CNC(=O)CC2C(=O)NCCN2Cc2ccccc2C(F)(F)F)on1 (stereo not given)
  A = 1	B = -2	C = -16	D = 1	E = -2.0	F = -7	G = i	H = 2	I = 22	J = -0.7
COc1ccc(C(=O)N/N=C/c2ccc3cccc(O)c3n2)cc1
  A = -3	B = -3	C = -13	D = 4	E = 1.6	F = 10	G = i	H = 2	I = -4	J = 0.3
COc1ccc(Nc2nc(CC(C)=O)ns2)cc1OC
  A = 2	B = -1	C = -13	D = -1	E = 0.4	F = -4	G = i	H = -2	I = 7	J = -0.8
CCc1cccc2c(C(=O)C(NC(C)CC)c3ccccc3)c[nH]c12 (stereo not given)
  A = -2	B = 0	C = 1	D = -1	E = 1.2	F = -2	G = i	H = 3	I = 12	J = 1.3
CN1C(=O)C(C)(C)c2cc(S(=O)(=O)N(C)Cc3ccccc3)ccc21
  A = -4	B = -4	C = -15	D = 0	E = -0.8	F = -6	G = i	H = -2	I = -3	J = -0.2
CCOC(=O)N1CCC(N2Cc3cccc(C(=O)NCC4CCN(CC(C)C)C4)c3C2=O)CC1 (stereo not given)
  A = 3	B = 1	C = 2	D = -6	E = 0.5	F = -4	G = i	H = 14	I = -18	J = 1.1
O=C(CN1CCCCCC1)NCC1CCCO1 (stereo not given)
  A = 2	B = -1	C = -1	D = 7	E = -0.9	F = 6	G = i	H = 0	I = -5	J = 0.0
CC1=NN(C(=O)c2c(Br)c(C)nn2C)C(O)(C(F)(F)F)C1 (stereo not given)
  A = 4	B = 2	C = -6	D = -2	E = -0.6	F = 0	G = i	H = -6	I = 7	J = -0.9
Cc1nc(C)c(-c2csc(Nc3cccnc3)n2)s1
  A = -12	B = 0	C = 3	D = 2	E = 2.4	F = 3	G = i	H = 0	I = 1	J = -1.1
COc1ccc(C2CC(=O)N(c3ccccc3)C3=C2C(=O)CCC3)cc1 (stereo not given)
  A = 4	B = 2	C = -7	D = -3	E = -0.6	F = 0	G = i	H = -1	I = 0	J = -0.2
c1ccc2c(c1)nc(N1CCOCC1)c1c3ccccc3[nH]c21
  A = -6	B = 37	C = -3	D = 0	E = 12	F = 4	G = i	H = 2	I = 12	J = 12*
C=CCNCCCCOc1ccccc1-c1ccccc1
  A = 4	B = -1	C = 2	D = -6	E = -2.2	F = -7	G = i	H = -1	I = 0	J = -0.7
CC12CC(NC(=O)N1Cc1ccccc1)c1ccccc1O2 (stereo not given)
  A = 4	B = 2	C = -7	D = -2	E = -0.9	F = 5	G = i	H = -4	I = -1	J = -0.9

# Entries listed above printed as active in DNMT1 inh.
smiles	SUMO1-SIM PPI	DNMT1 inh	Scp-1 inhibitor	CSN deneddyl inh	LMPTP block	NadD inh	Rpn11 inh	PABP1 MLLE inh	Tb MetRS inh
N#Cc1ccccc1S(=O)(=O)N1CCN(C(=O)C2COc3ccccc3O2)CC1 (stereo not given)	3	67*	74*	9	19	-5	i	4	-0.4

# The list continues.
# Letter code – A = SUMO1-SIM PPI; B = DNMT1 inh; C = Scp-1 inhibitor; D = CSN deneddyl inh; E = LMPTP block; F = NadD inh; G = Rpn11 inh; H = STEP block; I = PABP1 MLLE inh; J = Tb MetRS inh
Cn1c(=O)c2c(nc(Br)n2CCSc2ncccn2)n(C)c1=O
  A = 2	B = 2	C = -6	D = 5	E = -2.2	F = 4	G = i	H = 2	I = 4	J = -0.7
O=c1cc(CN2CCN(c3ccccc3)CC2)c2cc(O)c(-c3ccccc3)cc2o1
  A = -2	B = 20	C = -2	D = 0	E = 1.5	F = 19	G = i	H = 2	I = -1	J = -0.2
CCn1c(=O)c(C(=O)Nc2ccccc2C)c(O)c2ccccc21
  A = -4	B = 1	C = -8	D = 1	E = 1.5	F = -2	G = i	H = 4	I = 7	J = -0.8
COc1ccc(C)cc1Nc1nc(N)c2ccccc2n1
  A = 7	B = -4	C = -2	D = 0	E = 7.9	F = -13	G = i	H = -2	I = -8	J = -0.7
Cc1ccc(SCc2nc3ncccn3c2Br)cc1
  A = 2	B = -2	C = -1	D = 5	E = 0.1	F = -9	G = i	H = -1	I = -9	J = -0.4
COc1cc(C(C)=O)ccc1COc1ccc(C(=O)OCC(=O)NC2CCS(=O)(=O)C2)cc1OC (stereo not given)
  A = -1	B = 2	C = -6	D = -9	E = 0.4	F = 2	G = i	H = 0	I = -28	J = 0.1
N/C(=N\OC(=O)c1ccc2c(c1)OCO2)c1cccc(Br)c1
  A = 2	B = 4	C = -9	D = -5	E = 0.8	F = -7	G = i	H = -3	I = -3	J = 0.0
CSc1nc2c(cc1C#N)CCCCC2
  A = -1	B = -7	C = 1	D = -3	E = -0.1	F = 8	G = i	H = -2	I = -33	J = -0.3
COc1ccc(S(=O)(=O)N(C)C)cc1NCC(=O)Nc1cccc(C#N)c1
  A = 1	B = -1	C = -1	D = 4	E = 0.0	F = -5	G = i	H = 4	I = -24	J = -0.5
Cc1nc(Nc2ccc3c(c2)OCCO3)c2nnn(Cc3ccccc3Cl)c2n1
  A = -3	B = -10	C = 3	D = 4	E = 4.4	F = 1	G = i	H = -2	I = -4	J = 0.6
CCOC(=O)c1c(NC(=O)CSc2ncnc3[nH]ncc23)sc2c1CCC(C)C2 (stereo not given)
  A = 4	B = -4	C = -2	D = -2	E = 0.0	F = 6	G = i	H = -1	I = 7	J = -0.1
COc1ccc(-c2nc3c(c4nnc(SC(C)C(=O)Nc5ccccc5)n24)COC(C)(C)C3)cc1 (stereo not given)
  A = -5	B = 3	C = -1	D = -2	E = -1.3	F = 2	G = i	H = 2	I = -2	J = -1.0

# Four neighbouring records from above, quoted:
# Letter code – A = SUMO1-SIM PPI; B = DNMT1 inh; C = Scp-1 inhibitor; D = CSN deneddyl inh; E = LMPTP block; F = NadD inh; G = Rpn11 inh; H = STEP block; I = PABP1 MLLE inh; J = Tb MetRS inh
Cn1c(=O)c2c(nc(Br)n2CCSc2ncccn2)n(C)c1=O
  A = 2	B = 2	C = -6	D = 5	E = -2.2	F = 4	G = i	H = 2	I = 4	J = -0.7
O=c1cc(CN2CCN(c3ccccc3)CC2)c2cc(O)c(-c3ccccc3)cc2o1
  A = -2	B = 20	C = -2	D = 0	E = 1.5	F = 19	G = i	H = 2	I = -1	J = -0.2
CCn1c(=O)c(C(=O)Nc2ccccc2C)c(O)c2ccccc21
  A = -4	B = 1	C = -8	D = 1	E = 1.5	F = -2	G = i	H = 4	I = 7	J = -0.8
COc1ccc(C)cc1Nc1nc(N)c2ccccc2n1
  A = 7	B = -4	C = -2	D = 0	E = 7.9	F = -13	G = i	H = -2	I = -8	J = -0.7
